Bioassay records deposited in PubChem BioAssay by National Center for Advancing Translational Sciences (NCATS).
EPAC1 ag – agonists of human EPAC1; Potency, µM (highest dose often 154 µM), for the others: top-dose activation, most hits filed as activators; AID 720707; EPAC1 agonist qHTS, biochemical assay; response scale: 100% = response to 6.5 mM cAMP; 0.073% of 360,000 active; further: potency means the concentration at half of the fitted maximal effect; nearly all actives have a fitted effect of over 60% in size
Target sequence (O95398 whole entry, looked up): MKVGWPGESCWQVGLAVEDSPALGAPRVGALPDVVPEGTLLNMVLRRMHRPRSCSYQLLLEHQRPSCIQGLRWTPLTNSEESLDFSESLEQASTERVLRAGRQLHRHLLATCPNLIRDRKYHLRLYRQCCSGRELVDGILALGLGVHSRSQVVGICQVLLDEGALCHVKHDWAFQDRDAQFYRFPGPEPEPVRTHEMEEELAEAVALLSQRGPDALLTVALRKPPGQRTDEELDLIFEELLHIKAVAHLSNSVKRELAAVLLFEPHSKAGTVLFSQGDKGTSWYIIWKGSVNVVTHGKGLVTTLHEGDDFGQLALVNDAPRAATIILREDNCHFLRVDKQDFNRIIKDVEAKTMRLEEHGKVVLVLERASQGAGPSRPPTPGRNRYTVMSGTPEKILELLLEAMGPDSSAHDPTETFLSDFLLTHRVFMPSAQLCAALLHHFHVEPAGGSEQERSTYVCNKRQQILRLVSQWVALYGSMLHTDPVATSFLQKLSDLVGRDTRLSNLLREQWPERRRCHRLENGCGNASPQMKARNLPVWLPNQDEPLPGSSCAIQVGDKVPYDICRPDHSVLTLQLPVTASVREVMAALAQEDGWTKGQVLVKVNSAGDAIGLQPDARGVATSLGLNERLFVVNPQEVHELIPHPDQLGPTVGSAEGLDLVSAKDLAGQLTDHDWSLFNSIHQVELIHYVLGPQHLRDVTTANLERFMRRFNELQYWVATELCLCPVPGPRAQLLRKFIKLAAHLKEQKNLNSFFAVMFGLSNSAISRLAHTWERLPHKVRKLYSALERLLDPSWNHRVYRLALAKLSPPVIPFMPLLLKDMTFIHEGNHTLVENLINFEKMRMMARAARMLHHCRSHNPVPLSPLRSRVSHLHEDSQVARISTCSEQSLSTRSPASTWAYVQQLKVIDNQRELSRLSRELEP
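Multi-concentration qHTS readout: loss of Rap1B-bound BODIPY-GDP fluorescence driven by 100 nM EPAC1 with excess GDP (50 uM), monitored kinetically at room temperature; agonist response expressed relative to 6.5 mM cAMP.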
Abeta rescue – A-beta toxicity reversal in yeast | Potency, µM (doses to about 46.1 µM), inactives show at the highest dose growth rescue, most hits filed as activators | 0.063% of 410,000 active | yeast expressing A-beta42, growth rescue, OD600, 48 h; response scale: 0% DMSO, 100% iron-clioquinol control | AID 1347071; further: potency means the concentration at half of the fitted maximal effect; nearly all actives have a fitted effect of over 55% in size
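Growth rescue measured by 600 nm absorbance after 48 h yeast culture at 30 C with compound. Values normalized between DMSO and an equimolar ferric chloride plus clioquinol control.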
PLK1 PBD block – PLK1 (human) polo-box domain binding inhibition; AID 720504; P53350; Plk1 PBD binding of FITC phosphopeptide, fluorescence polarization; 2.8% of 360,000 active; Potency, µM, for the others: max response, negative = inhibition, actives largely listed as inhibitors; further: potency means the concentration at half of the fitted maximal effect; series mostly up to about 57 µM; on the % scale 0 is the no-effect control and ±100 the full control effect; nearly all actives have a fitted effect of over 65% in size
EPAC1 antag – EPAC1 (human) antagonism; EPAC1 GEF assay, Rap1b-BODIPY-GDP exchange fluorescence; Potency, µM (highest dose often 115 µM), for inactives: top-dose activity change, negative = inhibition, most hits filed as inhibitors; 0.14% of 360,000 active;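 further: potency means the concentration at half of the fitted maximal effect; plate controls were vehicle for no effect and positive control for full effect; nearly all actives have a fitted effect of over 50% in size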
WRN inhibitor – WRN helicase (human) inhibition; Potency, µM (series often up to 114 µM), inactives show top-dose activity change, negative = inhibition, usual class: inhibitors; WRN helicase unwinding, fluorescent forked duplex, kinetic; AID 651768; Q14191; 0.46% of 360,000 active; further: potency means the concentration at half of the fitted maximal effect; on the % scale 0 is the no-effect control and ±100 the full control effect; nearly all actives have a fitted effect of over 55% in size
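Screening of the MLSMR collection measured strand separation of a quenched forked DNA duplex (100 nM) by 20 nM WRN with 2 mM ATP, all final. Compounds were preincubated with enzyme 15 min at room temperature.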
FUS yeast rescue – rescues growth of FUS-expressing yeast; S. cerevisiae FUS-expressing, growth rescue, OD600, 24 h; Potency, µM (highest dose often 76.6 µM), for the others: top-dose growth rescue (activation), usual class: activators; 0.24% of 390,000 active;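 further: potency means the concentration at half of the fitted maximal effect; plate controls were DMSO vehicle for no effect and reference control for full effect; nearly all actives have a fitted effect of over 55% in size; some results filed as inactive show a strong effect at the top dose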
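Read-out: OD at 600 nm after 24hr at 30C, reporting rescue of FUS-induced yeast toxicity. Cells at OD 0.005 in galactose (2%) minimal medium; compounds tested in a dilution series; CP55940 titration from 92uM final as control.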
PI5P4Ka inh – inhibitors of human PI5P4K alpha; P48426; PI5P4Kalpha enzyme, ADP-Glo luminescence, 60 min; active compounds read low; max response, %; 1.2% of 330,000 active; active means max response of -50% or lower; inconclusive means between -30% and -50%; inactive means -30% or higher; further: value at the top dose of about 77 µM; on the % scale 0 is the no-effect control and ±100 the full control effect
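Enzyme plus substrate dispensed, test compounds pinned in, then ATP (5 microM final) added. After 60 min at RT, ADP-Glo reagent 1 for 45 min and reagent 2 for 30 min preceded luminescence imaging.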
IL2 activator – activators of IL-2; IL-2 activation reporter assay, cell-based qHTS; stimulated with anti-CD3/CD4/CD28 beads; in transgenic mouse T cells; activation, % (series mostly up to about 46 µM); 0.065% of 360,000 active; AID 652025; in the data active means activation above about 50%; inconclusive means mostly about 30% to 49%; further: 0% is about no effect
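Unstimulated transgenic mouse T cells preincubated 60 min with compound, then stimulated with anti-CD3/anti-CD4-coated beads plus anti-CD28 for 18 h at 37 degrees C. IL-2 response read as EGFP and DsRed fluorescence by plate cytometry.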
* marks the source's active call; other numbers are inactive results; [ ] = remark or other dose. Unless noted, the call rests on the fitted dose curve; in most records, active means well fitted curve in the direction sought with a large enough effect; inconclusive means small, poorly fitted or top-dose-only effect, or another doubt; inactive means no such curve, though single readings can be large; an effect the other way counts as inactive or inconclusive.

Results for CCOc1ccccc1N1CCN(C(=O)c2cc3c(s2)CCC3)CC1 ?
EPAC1 ag: 9%; Abeta rescue: -26%; PLK1 PBD block: -3%; EPAC1 antag: -19%; WRN inhibitor: 0%; FUS yeast rescue: 16%; PI5P4Ka inh: -5; IL2 activator: -0.6

What do the screens show for `CC1CC2(CCCC2)N(C(=O)c2ccccc2)Cc2ccccc21` (stereo not drawn)?
EPAC1 ag: -7%; Abeta rescue: inconclusive; PLK1 PBD block: inconclusive; EPAC1 antag: -3%; WRN inhibitor: -3%; FUS yeast rescue: 40%; PI5P4Ka inh: 6; IL2 activator: -3.1

How did Cc1nc(CNS(=O)(=O)c2ccc3c(c2)OCCO3)cs1 do in these assays?
EPAC1 ag: 8%; Abeta rescue: 13%; PLK1 PBD block: -5%; EPAC1 antag: -3%; WRN inhibitor: -12%; FUS yeast rescue: 1%; IL2 activator: -1.9

How did OCc1cn(-c2ccccc2)nn1 do in these assays?
EPAC1 ag: 7%; Abeta rescue: 0%; PLK1 PBD block: -11%; EPAC1 antag: inconclusive; WRN inhibitor: 4%; FUS yeast rescue: -8%; PI5P4Ka inh: 15; IL2 activator: 0.3

Results for Cc1cccc(OCCNC(=O)c2cc(-n3cnnc3)ccc2Cl)c1 ?
EPAC1 ag: -5%; Abeta rescue: -9%; PLK1 PBD block: -4%; EPAC1 antag: -7%; WRN inhibitor: -21%; FUS yeast rescue: 19%; IL2 activator: -2.2

How did O=C(O)C(C(O)c1ccc([N+](=O)[O-])cc1)[n+]1ccccc1 (stereo not drawn) do in these assays?
EPAC1 ag: -13%; Abeta rescue: -11%; PLK1 PBD block: -3%; EPAC1 antag: -8%; WRN inhibitor: 4%; FUS yeast rescue: -20%; PI5P4Ka inh: -1; IL2 activator: 0.3

How did Cc1cccc(/C=C\c2nc3ccccc3c(=O)[nH]2)c1 do in these assays?
EPAC1 ag: 1%; Abeta rescue: -11%; PLK1 PBD block: -5%; EPAC1 antag: 3%; WRN inhibitor: -24%[57.1 µM]; FUS yeast rescue: 17%; PI5P4Ka inh: 6; IL2 activator: 1.4

How did Cc1sc2nc(SCC(=O)N3CC(C)OC(C)C3)n(C)c(=O)c2c1C (stereo not drawn) do in these assays?
EPAC1 ag: -8%; Abeta rescue: -21%; PLK1 PBD block: -6%; EPAC1 antag: -2%; WRN inhibitor: -10%[11.6 µM]; PI5P4Ka inh: inconclusive; IL2 activator: -1.7

How did O=C(CSc1ncn[nH]1)Nc1nc(-c2ccccc2)cs1 do in these assays?
EPAC1 ag: -4%; Abeta rescue: 6%; PLK1 PBD block: -6%; EPAC1 antag: 1%; WRN inhibitor: -5%; FUS yeast rescue: 1%; PI5P4Ka inh: -18; IL2 activator: 0.0

How did CCc1c(C)n2nc(C)cc2[nH]c1=O do in these assays?
EPAC1 ag: 4%; Abeta rescue: -9%; PLK1 PBD block: -7%; EPAC1 antag: 21%; WRN inhibitor: 2%; FUS yeast rescue: 8%; PI5P4Ka inh: -24; IL2 activator: -3.5

How did CCOC(=O)c1cnc2nc(NCc3ccc(OC)c(OC)c3)[nH]n2c1=O do in these assays?
EPAC1 ag: 11%; Abeta rescue: -4%; PLK1 PBD block: -11%; EPAC1 antag: 8%; WRN inhibitor: -10%[57.1 µM]; FUS yeast rescue: 43%; PI5P4Ka inh: -14; IL2 activator: 0.5

How did COc1ccc(CN(C)C(=O)c2ccc(NS(=O)(=O)c3ccc(F)cc3)cc2)c(OC)c1 do in these assays?
EPAC1 ag: -7%; Abeta rescue: 1%; PLK1 PBD block: 1%; EPAC1 antag: -27%; WRN inhibitor: -2%; FUS yeast rescue: 24%; PI5P4Ka inh: -2; IL2 activator: -0.8

How did CCSc1nnc(-c2ccccc2SC)o1 do in these assays?
EPAC1 ag: -1%; Abeta rescue: -3%; PLK1 PBD block: 7%; EPAC1 antag: 16%; WRN inhibitor: 12%; FUS yeast rescue: -10%; PI5P4Ka inh: 2; IL2 activator: -1.6

How did COc1ccc(/C=C/CN2CCN(Cc3ccccc3)C(CCO)C2)cc1 (stereo not drawn) do in these assays?
EPAC1 ag: 7%; Abeta rescue: -6%; PLK1 PBD block: 2%; EPAC1 antag: 3%; WRN inhibitor: -10%; FUS yeast rescue: 13%; PI5P4Ka inh: 2; IL2 activator: -3.9

Results for Cc1ccc2c(c1)-c1c(cnn1CC(=O)N(CCC#N)c1ccccc1)CO2 ?
EPAC1 ag: 13%; Abeta rescue: 0%; PLK1 PBD block: -4%; EPAC1 antag: -12%; WRN inhibitor: 0%; FUS yeast rescue: 17%; PI5P4Ka inh: 4; IL2 activator: -2.3

How did Cc1nc(CN2CCCCC2)c(O)c(=O)[nH]1 do in these assays?
EPAC1 ag: 15%; Abeta rescue: -5%; PLK1 PBD block: -7%; EPAC1 antag: -10%; WRN inhibitor: 0%; PI5P4Ka inh: -25; IL2 activator: -0.1

Results for COc1ccc(C(=O)OCC(=O)NC23CC4CC(CC(C4)C2)C3)c(OC)c1OC ?
EPAC1 ag: -11%; Abeta rescue: -35%[inhibitor]; PLK1 PBD block: 7%; EPAC1 antag: -2%; WRN inhibitor: -3%; PI5P4Ka inh: -1; IL2 activator: -4.7

How did O=C(c1ccc(Cl)c(S(=O)(=O)Nc2ccccc2C(=O)N2CCc3ccccc3C2)c1)N1CCc2ccccc2C1 do in these assays?
EPAC1 ag: 0%; Abeta rescue: 3%; PLK1 PBD block: -19%; EPAC1 antag: 1%; WRN inhibitor: -9%[11.6 µM]; FUS yeast rescue: inconclusive; PI5P4Ka inh: 3; IL2 activator: -0.8

How did CC(=O)c1ccc(NC(=O)C2CC(=O)N(Cc3ccccc3)C2)cc1 (stereo not drawn) do in these assays?
EPAC1 ag: 4%; Abeta rescue: -10%; PLK1 PBD block: -3%; EPAC1 antag: 10%; WRN inhibitor: 13%; FUS yeast rescue: 28%; IL2 activator: 2.5

Results for O=S(=O)(Nc1ccc(S(=O)(=O)Nc2ccccc2)cc1)c1ccccc1 ?
EPAC1 ag: 11%; Abeta rescue: -2%; PLK1 PBD block: -2%; EPAC1 antag: 0%; WRN inhibitor: -8%; FUS yeast rescue: 8%; PI5P4Ka inh: -4; IL2 activator: 0.8

What do the screens show for `Cc1cc(Cl)ccc1OCC(=O)Nc1ccccc1C(=O)N1CCOCC1`?
EPAC1 ag: 1%; Abeta rescue: -2%; PLK1 PBD block: 1%; EPAC1 antag: -13%; WRN inhibitor: -10%; FUS yeast rescue: 10%; PI5P4Ka inh: -4; IL2 activator: -0.9

How did CSc1ccccc1NC(=O)CN(Cc1ccccc1)S(C)(=O)=O do in these assays?
EPAC1 ag: -1%; Abeta rescue: 25%; PLK1 PBD block: 3%; EPAC1 antag: 0%; WRN inhibitor: -2%; FUS yeast rescue: 16%; IL2 activator: -3.2

What do the screens show for `CCOc1ccc(S(=O)(=O)N2CCOCC2)cc1NC(=O)CN1C(=O)NC(C)(C2CC2)C1=O` (stereo not drawn)?
EPAC1 ag: 13%; Abeta rescue: 1%; PLK1 PBD block: -2%; EPAC1 antag: 11%; WRN inhibitor: 11%; FUS yeast rescue: 2%; PI5P4Ka inh: -4; IL2 activator: 0.2

How did Cc1cc(C)cc(-n2ccnc2SCC(=O)Nc2ccc3c(c2)OCCO3)c1 do in these assays?
EPAC1 ag: 22%; Abeta rescue: -3%; PLK1 PBD block: -10%; EPAC1 antag: -26%; WRN inhibitor: 0%; FUS yeast rescue: 0%; PI5P4Ka inh: 9; IL2 activator: 0.1

How did O=C1/C(=C\c2ccc(O)cc2)SC(=S)N1Cc1ccccc1 do in these assays?
EPAC1 ag: 5%; Abeta rescue: -72%[inhibitor]; PLK1 PBD block: 46%[activator]; EPAC1 antag: -24%; WRN inhibitor: -12%[11.6 µM]; FUS yeast rescue: 34%; PI5P4Ka inh: 18; IL2 activator: 22

Results for CCCCn1c(SCC(=O)c2cc(OC)ccc2OC)nc2cc(S(N)(=O)=O)ccc21 ?
EPAC1 ag: 1%; Abeta rescue: 1%; PLK1 PBD block: inconclusive; EPAC1 antag: 1%; WRN inhibitor: -7%[57.1 µM]; FUS yeast rescue: 28%; PI5P4Ka inh: 2; IL2 activator: 0.5

How did CSc1ccc(CN2C(=O)C(F)(F)Oc3c(C(C)=O)cccc32)cc1 do in these assays?
EPAC1 ag: 2%; Abeta rescue: 4%; PLK1 PBD block: 6%; EPAC1 antag: -10%; WRN inhibitor: -7%; FUS yeast rescue: 29%; PI5P4Ka inh: 14; IL2 activator: -0.3

What do the screens show for `c1cn2c(-c3ccoc3)cncc2n1`?
EPAC1 ag: 7%; Abeta rescue: 2%; PLK1 PBD block: -10%; EPAC1 antag: -9%; WRN inhibitor: -16%; FUS yeast rescue: -22%; PI5P4Ka inh: -12; IL2 activator: -0.4

How did CN(C)CC(C)(C)CNS(=O)(=O)c1cccc2nsnc12 do in these assays?
EPAC1 ag: -5%; Abeta rescue: 23%; PLK1 PBD block: -3%; EPAC1 antag: -7%; WRN inhibitor: -2%; FUS yeast rescue: -12%; PI5P4Ka inh: -6; IL2 activator: 4.1

How did COc1ccc(OC)c(S(=O)(=O)NC2CC2)c1 do in these assays?
EPAC1 ag: 2%; Abeta rescue: 8%; PLK1 PBD block: 7%; EPAC1 antag: -13%; WRN inhibitor: -2%[57.1 µM]; FUS yeast rescue: 18%; PI5P4Ka inh: 10; IL2 activator: 1.2

How did CCn1ccc(=O)c2cc3c(cc21)OCO3 do in these assays?
EPAC1 ag: 7%; Abeta rescue: 3%; PLK1 PBD block: -9%; EPAC1 antag: -1%; WRN inhibitor: 8%; FUS yeast rescue: -12%; PI5P4Ka inh: -1; IL2 activator: 1.0

What do the screens show for `CCC(C(=O)NC(C)c1ccccc1)C(=O)NC(C)c1ccccc1` (stereo not drawn)?
EPAC1 ag: -2%; Abeta rescue: 2%; PLK1 PBD block: 3%; EPAC1 antag: -3%; WRN inhibitor: 5%; FUS yeast rescue: 0%; PI5P4Ka inh: -2; IL2 activator: -2.6

Looked up by structure from the entries so far:
How did CC(=O)c1ccc(NC(=O)C2CC(=O)N(Cc3ccccc3)C2)cc1 (stereo not drawn) do in these assays?
EPAC1 ag: 4%; Abeta rescue: -10%; PLK1 PBD block: -3%; EPAC1 antag: 10%; WRN inhibitor: 13%; FUS yeast rescue: 28%; IL2 activator: 2.5

How did Cc1cccc(/C=C\c2nc3ccccc3c(=O)[nH]2)c1 do in these assays?
EPAC1 ag: 1%; Abeta rescue: -11%; PLK1 PBD block: -5%; EPAC1 antag: 3%; WRN inhibitor: -24%[57.1 µM]; FUS yeast rescue: 17%; PI5P4Ka inh: 6; IL2 activator: 1.4
